thrombin 1536: human alpha-thrombin inhibitors, primary screen, counter-screen for coagulation protease inhibitor project, biochemical, 1536-well, fluorogenic AMC substrate | inhibition, % at 5 µM | Boc-VPR-AMC fluorogenic substrate cleavage | Prothrombin (Homo sapiens), P00734 | 220,000 tested, 0.26% active;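 active = inhibition at or above 40%; inactive = inhibition below 40%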;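 also: 0% = enzyme with no compound and 100% = wells without enzyme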
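Material: human alpha-thrombin enzyme / Medium: pH 7.5 Tris (50 mM) with NaCl 150 mM, Tween 20 0.05% / Compound: single-point dosing at 5 µM, 0.2% DMSO / Incubation: enzyme reaction carried out at room temperature / Detection: AMC fluorescence, 355/460 nm / Read-out basis: percent inhibition scaled between no-compound controls and no-enzyme blanks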
hK5 inh: human KLK5 protease inhibitors, primary screen, biochemical, 1536-well; recombinant hK5, fluorogenic AMC substrate cleavage; inhibition, % at 5 µM; 210,000 tested, 0.59% active; AID 873, 2007;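 active = inhibition of 40% or more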;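 also: 0% = enzyme controls without compound and 100% = no-enzyme blanks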
Target sequence (Q9Y337 67-293 limits assumed): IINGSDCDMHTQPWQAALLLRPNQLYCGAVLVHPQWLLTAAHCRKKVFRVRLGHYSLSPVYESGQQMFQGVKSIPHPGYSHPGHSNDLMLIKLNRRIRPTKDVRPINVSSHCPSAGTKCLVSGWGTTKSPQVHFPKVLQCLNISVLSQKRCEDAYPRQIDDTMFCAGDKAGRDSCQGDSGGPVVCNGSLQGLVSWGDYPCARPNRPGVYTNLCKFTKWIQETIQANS
KCC2 mod: KCC2 cotransporter modulators, thallium flux, primary screen, cell-based, HEK293 KCC2, FluoZin-2 fluorescence, MLSMR; B-score of Tl+ flux slope (higher = more flux/activation; lower = inhibition) at 10 µM; KCC2 cells, thallium flux FluoZin-2 fluorescence; 190,000 tested, 2.2% active; AID 1456, 2008;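 active = thallium flux slope and its plate-corrected score both differing from the plate sample mean at a set confidence after two filtering rounds, in either direction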;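 also: slope of fluorescence scaled to starting intensity during 10 to 20 s after thallium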
Rad51 HR inh: human RAD51 strand exchange inhibitors, primary screen, biochemical, fluorescence; DNA repair protein RAD51 homolog 1 (Homo sapiens), Q06609; hRad51 DNA strand exchange, fluorescence dequenching; inhibition, % at 10 µM; 200,000 tested, 0.085% active; AID 1385, 2008;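 active = inhibition above 40% at the single screening dose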;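 also: 0% = DMSO control wells and 100% = blanks with heterologous ssDNA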
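Test system: preformed human Rad51 ssDNA filaments; also added: Donor/quencher-labelled 47-bp dsDNA substrate; doses: 10 µM final, single point; times: 37 °C 15-min filament assembly, 30-min compound preincubation, 15-min exchange; detection: FRET fluorescence dequenching, excitation 485 nm, emission 520 nm; read-out basis: Fluorescence-based percent inhibition, control- and blank-normalised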
FXIIa inh 1536: human FXIIa protease inhibitors, primary screen, biochemical, 1536-well | purified FXIIa, Boc-QGR-AMC fluorogenic substrate, 2 h | inhibition, % at 5 µM | 220,000 tested, 0.3% active | AID 800, 2007; in the data active = inhibition above about 40%;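 also: 0% = enzyme with no compound and 100% = blank without enzyme; many of its hits are not listed in these tables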
Target sequence (P00748 20-372 limits assumed): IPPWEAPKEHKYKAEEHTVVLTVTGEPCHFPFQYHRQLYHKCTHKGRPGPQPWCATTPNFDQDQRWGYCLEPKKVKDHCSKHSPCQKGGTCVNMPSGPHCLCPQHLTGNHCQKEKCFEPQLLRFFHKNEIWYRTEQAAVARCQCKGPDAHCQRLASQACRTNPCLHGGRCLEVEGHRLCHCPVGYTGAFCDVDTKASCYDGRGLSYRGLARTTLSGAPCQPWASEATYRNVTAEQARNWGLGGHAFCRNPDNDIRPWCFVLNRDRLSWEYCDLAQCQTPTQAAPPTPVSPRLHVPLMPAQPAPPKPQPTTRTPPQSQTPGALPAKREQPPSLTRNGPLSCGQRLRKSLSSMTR
Target sequence (P00748 373-615 limits assumed): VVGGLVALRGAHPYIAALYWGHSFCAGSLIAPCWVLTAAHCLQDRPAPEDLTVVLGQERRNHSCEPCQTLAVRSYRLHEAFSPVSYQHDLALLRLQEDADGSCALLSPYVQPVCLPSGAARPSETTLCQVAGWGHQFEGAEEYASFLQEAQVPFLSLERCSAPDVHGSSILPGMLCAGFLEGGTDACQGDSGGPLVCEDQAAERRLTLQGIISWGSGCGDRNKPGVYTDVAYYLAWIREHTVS
PERK inh: block of dimerizer-induced PERK translation repression, primary screen, PERK inhibitor project, CHO PERK-DD cells, SEAP luminescence, HTS; inhibition, % at 5.6 µM; CHO PERK-DD fusion, SEAP luminescence translation reporter; 220,000 tested, 0.17% active;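 active = inhibition above the mean inhibition of all tested compounds plus 3 SD, set separately per screening campaign, cut at about 2.9% in these data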;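 also: PERK kinase domain activated by AP20187 dimerizer at 100 nM; 0% = DMSO with dimerizer and 100% = rapamycin at 8.4 µM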
Calpain2 inh: inhibitors of pig calpain II, primary screen, biochemical, fluorogenic peptide substrate, 1536-well; AID 1236, 2008; purified calpain II, 30 min; inhibition, % at 16 µM; 220,000 tested, 0.37% active;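 active = inhibition above about 50%, limit read from the data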
Furin inhibitor: human furin inhibitors, primary screen, biochemical, fluorescence intensity; 220,000 tested, 0.061% active; AID 463115, 2010; P09958; purified furin, fluorogenic substrate cleavage; inhibition, % at 30 µM; in the data active = inhibition above about 25%; also: inactives centre near -15
FXIa inh 1536: human FXIa protease inhibitors, primary screen, biochemical, 1536-well; 220,000 tested, 0.14% active; Coagulation factor XI (Homo sapiens), P03951; purified FXIa, Boc-Glu-Ala-Arg-AMC fluorogenic substrate; inhibition, % at 5 µM;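 active = inhibition of at least 40%; inactive = inhibition below 40%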;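 also: fluorescence of freed AMC excited at 355 nm; 0% = enzyme without compound and 100% = no enzyme blank; many of its hits are not listed in these tables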
Active calls of the source: *; i = inactive; / = not tested or not shown; [ ] = dose if it differs, or a comment. An excerpt. The share of hits here may be higher or lower than overall.

SMILES | thrombin 1536 | hK5 inh | KCC2 mod | Rad51 HR inh | FXIIa inh 1536 | PERK inh | Calpain2 inh | Furin inhibitor | FXIa inh 1536
COc1ccccc1N1CCN(C(=O)CN(C)S(=O)(=O)c2ccc3c(c2)c(=O)n(C)c(=O)n3C)CC1 | 9 | -4 | -0.79 | 11 | 3 | -0.2 | -22 | -19 | -6
CC(=O)N1C(=O)CC(C)N(C(C)=O)c2ccc([N+](=O)[O-])cc21 (centres undefined) | -5 | -3 | 0.72 | 5 | 7 | 0.7 | -9 | -16 | -1
Cc1ccc(OCC(O)Cn2c3ccccc3c3ccccc32)cc1 (centres undefined) | 5 | -4 | / | -5 | 18 | 1.1 | 41 | -25[20 µM] | 4
O=C(CCCN1C(=O)/C(=C/c2cccs2)SC1=S)Nc1ccc(O)c(C(=O)O)c1 | 3 | / | / | / | 13 | 1.4 | -9 | -17 | 5
Cc1cc(O)c(NC(=O)c2ccco2)cc1C | -3 | 3 | -0.78 | -8 | 1 | 1.1 | -34 | -13[20 µM] | -1
Cc1c(Br)ccc(NC(=O)COc2ccccc2C(N)=O)c1C | 6 | 1 | -0.49 | 28 | 8 | -0.8 | 8 | 15 | 3
CCOC(=O)c1c(-c2ccc(C)o2)csc1NC(=O)CSc1nnnn1-c1ccccc1 | -2 | 7 | 0.36 | -4 | 8 | -0.9 | -25 | -6 | 3
CSc1ncc(CN2CCN(CC=C(C)C)C(CCO)C2)cn1 (centres undefined) | 0 | / | 0.53 | 26 | 5 | 1.8 | -27 | -32 | 1
CCOC(=O)c1nnn(-c2nonc2N)c1CNC(C)C | 1 | 0 | -0.0095 | -4 | 6 | -0.3 | -14 | -28 | 1
O=C(O)c1cc(-c2ccc(N3CCOCC3)cc2)nn1-c1ccccc1Cl | / | -3 | 0.46 | -1 | 3 | 0.6 | -19 | -29 | 4
Cc1cccc(/C=C/c2nc3ccccc3c(=O)[nH]2)c1 | -2 | 17 | / | 4 | 4 | -0.2 | i | -19 | -2
O=C(CSc1nnc(-c2ccc(O)cc2)n1Cc1ccco1)c1ccccc1 | -3 | -20 | -4 | 5 | 12 | -2.5 | 12 | -12[20 µM] | -3
Cc1ccc(C(=O)N/C(=C/c2ccco2)C(=O)Nc2cccc(C)c2)cc1 | 6 | 2 | / | -7 | 21 | -0.3 | 30 | -20[20 µM] | 7
COc1ccc2c(c1OC)C(=O)OC2Nc1nc(-c2cc3ccccc3oc2=O)cs1 (centres undefined) | 3 | 0 | -0.043 | 10 | 15 | 0.1 | -35 | -10 | 1
COc1ccc2nc(NC(=O)CN(C)S(=O)(=O)c3cccs3)sc2c1 | -2 | -4 | -0.76 | -4 | 10 | -0.6 | -21 | 1[20 µM] | -4
C[C@H](NC(=O)c1ccccc1Cl)C(=O)OCCOc1ccc(Cl)cc1 | -2 | 3 | -2.7 | 2 | 4 | 1.6 | 0 | -29 | 9
Cc1ccccc1CSCC(=O)N1CCN(c2ccccc2)CC1 | -10 | -1 | -0.65 | 5 | 15 | -0.6 | 16 | -14 | 1
CCOC(=O)CSc1nnc(CNC(=O)c2ccc(OC)cc2)n1Cc1ccccc1 | 4 | -3 | / | 4 | 14 | 0.3 | 21 | -6 | 6
COC(=O)c1c(-c2cccc3ccccc23)csc1NC(=O)Cc1ccc(OC)c(OC)c1 | -6 | -12 | 1.5 | 9 | 6 | -1.3 | -72 | -17[20 µM] | -10
CSC1CCCCC1(O)CSc1nc2ccccc2o1 (centres undefined) | -1 | 3 | -1.8 | -11 | 14 | 0.6 | -10 | -34[20 µM] | 4
CC(/C=C/C(=O)c1ccc(C)cc1)=C\c1ccccc1 | 4 | -13 | 0.22 | / | 14 | 0.9 | 12 | -16[20 µM] | 15
Cc1cc(C)n(-c2cc(N3CCOCC3)nc(-c3ccccc3)n2)n1 | -1 | 3 | 0.44 | -5 | 7 | -0.4 | -21 | -9[20 µM] | 6
C/C(=N\NC(=O)CCCC(=O)O)c1c(-c2ccccc2)c2cc(Cl)ccc2[nH]c1=O | -4 | 2 | 0.83 | -12 | -1 | -0.2 | 11 | 2 | 0
Cc1nc(SCC(=O)c2ccc(Cl)s2)c2oc3ccccc3c2n1 | 1 | -1 | / | 3 | 17 | 0.2 | 2 | -22 | 6
CN1C(=O)N(C)c2ccc(C=O)c3cccc1c23 | -6 | 4 | -1 | -21 | 7 | -0.1 | -158 | -31 | 0

Following part.
SMILES | thrombin 1536 | hK5 inh | KCC2 mod | Rad51 HR inh | FXIIa inh 1536 | PERK inh | Calpain2 inh | Furin inhibitor | FXIa inh 1536
CCc1ccc(N(C(=O)c2snc(C(N)=O)c2N)C(C(=O)NCC2CCCO2)c2cccs2)cc1 (centres undefined) | -16 | -7 | 0.043 | 0 | -9 | -0.2 | -155 | -16 | -3
CCOC(=O)c1cc(C(O)(C(F)(F)F)C(F)(F)F)c(/N=C/N(C)C)o1 | -3 | -8 | -0.32 | -8 | 5 | 0.7 | 8 | -23 | -1
Cc1n[nH]c(C)c1CCN(C)Cc1cn(C)nc1-c1ccc2c(c1)OCCO2 | -7 | -3 | 0.76 | 2 | 4 | -0.4 | -17 | -21 | -6
Nc1ccc2c(c1)nc(Cc1ccccc1)n2CCO | -4 | 0 | / | 7 | 7 | 0.7 | -41 | -31 | 3
Cc1csc(SCC(=O)Nc2ccc(Cl)cn2)n1 | 4 | -15 | -0.55 | -4 | 20 | 0.6 | -20 | -22 | 6
Cc1cc(C)c(C(=O)Nc2ccccc2)c(CC(C)(C)C(=O)O)c1 | -3 | -2 | 0.028 | 9 | 5 | 1.0 | 13 | -12 | 2
Nc1nnc(Cc2ccc(Cl)c(Cl)c2)s1 | -8 | 16 | -1.4 | 9 | 6 | 0.1 | -4 | -17[20 µM] | -3
CCc1ccc(-c2cn(-c3nc(C)cc(C)n3)c(=N)o2)cc1 | 3 | -16 | -0.012 | 3 | -3 | 0.6 | -46 | -21 | -9
COc1ccc(NC(=O)CSc2nnc(-c3ccccn3)n2N)cc1Cl | -10 | -16 | / | 3 | 3 | -0.4 | -29 | -20 | -10
CCOC(=O)C(C)(C)Sc1nc2c(cnn2-c2ccc(Cl)cc2)c(=O)[nH]1 | -3 | -14 | -1.5 | -2 | 12 | 0.8 | -57 | -27 | 3
O=C(Nc1ccccc1)c1snc2c(=O)[nH]cnc12 | -6 | 5 | -0.5 | -2 | 9 | 0.3 | 30 | -3 | 0
O=C(Nc1ccc(N2CCCC2)cc1)c1ccc([N+](=O)[O-])cc1Cl | -2 | -19 | 0.035 | / | 11 | 0.6 | 8 | -21 | 7
Cc1[nH]c2ccccc2c1/C=N/NC(=O)CCC(=O)NCc1ccccc1 | -8 | 1 | 0.46 | -2 | 5 | 0.9 | -27 | -28 | -2
Cc1nnc(NC(=O)c2c(F)c(F)c(F)c(F)c2F)s1 | 17 | 33 | 0.012 | -7 | 50* | 1.2 | 4 | -13[20 µM] | 11
CCOC(=O)Cn1nc(C)n(-c2ccccc2)c1=O | 0 | 0 | 0.49 | 6 | -10 | 0.8 | 21 | -19[20 µM] | 0
COc1cc2[nH]c(=O)n(CCC(=O)N3CCc4ccccc4C3)c(=O)c2cc1OC | 1 | 0 | -1.1 | -9 | 12 | 0.5 | -18 | -11[20 µM] | 6
CCN(CC)S(=O)(=O)c1cc([N+](=O)[O-])ccc1N1CCC(C(N)=O)CC1 | 0 | -17 | 0.067 | 0 | -3 | -0.5 | -25 | -10 | -1
O=C(c1cnccn1)N(Cc1ccco1)C1(C(=O)NC2CCCC2)CCCCC1 | 1 | -17 | 0.16 | 8 | 11 | 0.2 | -11 | -5[20 µM] | -9
O=S1(=O)N=C(Oc2ccccc2)c2ccccc21 | 0 | -23 | -0.029 | -1 | 7 | 2.9* | 4 | -14 | 0
CCCN(CCC)S(=O)(=O)c1ccc(NC(=O)COc2ccccc2)cc1 | -4 | 12 | -0.27 | -7 | -3 | 0.0 | 45 | -13[20 µM] | -5
O=C(NCc1ccco1)c1cc2nc(-c3ccc4c(c3)OCO4)cc(C(F)(F)F)n2n1 | -3 | 11 | -0.63 | 1 | 2 | -2.0 | -113 | -5 | -3
O=C(O)CCC(NC(=O)c1ccc(Cl)cc1)C(=O)O (centres undefined) | 8 | 11 | 0.93 | -15 | 1 | 0.5 | -21 | -8 | -7
CCOC(=O)c1ccc(NCc2nc3ccccc3[nH]2)cc1 | 2 | -4 | 0.12 | 1 | 8 | 0.1 | 11 | -14 | 7
CCCCNC(=O)CCCCC(=O)N/N=C/c1ccccc1Cl | 0 | -21 | -0.051 | 2 | 6 | 0.2 | 1 | -11 | 3
COc1ccc(-c2nnc(SCc3ccccc3)n2N)cc1 | -1 | -14 | -0.78 | -1 | 13 | 0.6 | -21 | -26 | 0

Quoted at random: 5 compounds from above, in no set order.
SMILES | thrombin 1536 | hK5 inh | KCC2 mod | Rad51 HR inh | FXIIa inh 1536 | PERK inh | Calpain2 inh | Furin inhibitor | FXIa inh 1536
Cc1c(Br)ccc(NC(=O)COc2ccccc2C(N)=O)c1C | 6 | 1 | -0.49 | 28 | 8 | -0.8 | 8 | 15 | 3
CSc1ncc(CN2CCN(CC=C(C)C)C(CCO)C2)cn1 (centres undefined) | 0 | / | 0.53 | 26 | 5 | 1.8 | -27 | -32 | 1
O=C(NCc1ccco1)c1cc2nc(-c3ccc4c(c3)OCO4)cc(C(F)(F)F)n2n1 | -3 | 11 | -0.63 | 1 | 2 | -2.0 | -113 | -5 | -3
COc1ccc2nc(NC(=O)CN(C)S(=O)(=O)c3cccs3)sc2c1 | -2 | -4 | -0.76 | -4 | 10 | -0.6 | -21 | 1[20 µM] | -4
CCc1ccc(-c2cn(-c3nc(C)cc(C)n3)c(=N)o2)cc1 | 3 | -16 | -0.012 | 3 | -3 | 0.6 | -46 | -21 | -9

Later entries.
SMILES | thrombin 1536 | hK5 inh | KCC2 mod | Rad51 HR inh | FXIIa inh 1536 | PERK inh | Calpain2 inh | Furin inhibitor | FXIa inh 1536
CC(C)(C)NC(=O)COC(=O)Cc1ccc(Cl)cc1 | 1 | -8 | 1.9 | 4 | 12 | 1.8 | -7 | -16[20 µM] | 6
Cc1ccnc2nc(C(=O)OCCOc3ccc(F)cc3)nn12 | -4 | -7 | -0.0027 | 2 | -5 | 0.3 | -11 | -11 | -2
CC(C)C(=O)Nc1nnc(CCN2CCCCC2)s1 | 1 | -2 | / | -2 | 7 | 1.7 | 20 | -23[20 µM] | 4
CC(C)c1ccc(OCC(=O)N(c2ccccn2)C2CCCCC2)cc1 | -3 | -12 | -1.5 | -2 | 21 | -0.1 | 12 | -5 | 8
CCCNC(=O)c1c(N)n(-c2cc(OC)cc(OC)c2)c2nc3ccccc3nc12 | -15 | -4 | 0.021 | 1 | 1 | -0.4 | -248 | -13 | -1
COC(=O)c1sccc1NC(=O)c1ccccc1[N+](=O)[O-] | 3 | -5 | 0.17 | 22 | 19 | 0.4 | 20 | -20 | 11
O=C(Cc1ccsc1)NCC(c1ccco1)N1CCCCC1 (centres undefined) | -8 | -5 | 0.064 | 2 | -2 | -0.4 | 6 | -13 | -3
